High-throughput results: PubChem, National Center for Advancing Translational Sciences (NCATS)
GLS inh – qHTS for Inhibitors of Glutaminase (GLS); Potency, µM (doses to about 45.5 µM), for the others: at the highest dose activity change, negative = inhibition, actives largely listed as inhibitors; Glutaminase kidney isoform, mitochondrial (Homo sapiens), O94925; AID 624170, 2012; GLS enzymatic activity, qHTS titration; 0.21% of 410,000 active; further: potency means the concentration at half of the fitted maximal effect; on the % scale 0 is the no-effect control and ±100 the full control effect
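Read-out is an Amplex red fluorescence increase coupled through glutamate oxidase and HRP, measured before and after 30 min room-temperature incubation. hKGA is in 45 mM KH2PO4 (pH 8.2) with 0.02% Tween-20; glutamine added as 1mM solution.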
Pin1 inh – qHTS Assay to Find Inhibitors of Pin1. Peptidyl-prolyl cis-trans isomerase NIMA-interacting 1 (Homo sapiens), Q13526. Pin1 FP peptide displacement, HiFluor488, 10 min. Potency, µM (highest dose often 115 µM), for inactives: at the top dose activity, negative = inhibition, hits mostly inhibitors. 0.009% of 390,000 active. AID 504891, 2011; active means well fitted inhibition curve with a large enough effect in the polarisation, with a control signal flat, not every such curve was filed as active; inconclusive means small, poorly fitted or top-dose-only effect, or effect the other way, or a change in a side signal; inactive means no such curve, though single readings can be large or run the other way; the % refers to the polarisation; further: potency means the concentration at half of the fitted maximal effect; on the % scale 0 is the no-effect control and ±100 the full control effect
HP1b binding inh – HTS for Inhibitors of HP1-beta Chromodomain Interactions with Methylated Histone Tails; Chromobox protein homolog 1 (Homo sapiens), P83916; AlphaScreen HP1-beta / biotin-H3K9me3 peptide binding; Potency, µM (series often up to 114 µM), without a hit: top-dose activity change, negative = inhibition, usual class: inhibitors; 0.56% of 390,000 active; AID 540317, 2011; further: potency means the concentration at half of the fitted maximal effect; nearly all actives have a fitted effect of over 70% in size; inactives centre near 23
Target sequence (P83916 whole entry, looked up): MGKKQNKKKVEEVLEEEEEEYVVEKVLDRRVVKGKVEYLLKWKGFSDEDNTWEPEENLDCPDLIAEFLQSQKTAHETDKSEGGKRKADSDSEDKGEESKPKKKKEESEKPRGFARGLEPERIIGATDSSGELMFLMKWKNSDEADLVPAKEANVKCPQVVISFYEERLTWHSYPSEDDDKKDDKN
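Compound inhibition of the preformed complex between 50 nM HP1-beta and 50 nM biotinylated H3K9me3 peptide was read by AlphaScreen. Buffer was PBS pH 7.4 with 0.01% Tween-20. Incubations ran 30 min at room temperature, with 10 ug/mL donor/acceptor beads.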
USP1 inh – Inhibitors of USP1/UAF1: Primary Screen. Ubiquitin carboxyl-terminal hydrolase 1 (Homo sapiens), O94782. Potency, µM (highest dose often 57.1 µM), without a hit: top-dose activity change, negative = inhibition, actives largely listed as inhibitors. AID 743255, 2014. recombinant USP1/UAF1, Ub-Rhodamine cleavage fluorescence. 0.23% of 390,000 active; further: potency means the concentration at half of the fitted maximal effect; on the % scale 0 is the no-effect control and ±100 the full control effect; nearly all actives have a fitted effect of over 60% in size; inactives centre near -12
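Step one: compound is pinned into 1nM USP1/UAF1 in HEPES pH 7.8 buffer with TCEP. Step two: 15 min room-temperature incubation. Step three: Ub-Rho (150nM final) starts cleavage, tracked by fluorescence over six one-minute reads.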
TrxR1 substrate – qHTS Assay for Substrates of Mammalian Selenoprotein Thioredoxin Reductase 1 (TrxR1): qHTS; Thioredoxin reductase 1, cytoplasmic (Rattus norvegicus), O89049; purified TrxR1 substrate turnover, NADPH consumption readout; 0.01% of 390,000 active; Potency, µM (titrated, usually from 114 µM), without a hit: top-dose activity change, negative = substrate turnover; further: potency means the concentration at half of the fitted maximal effect; on the % scale 0 is the no-effect control and ±100 the full control effect; nearly all actives have a fitted effect of over 50% in size
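Rat TrxR1, dispensed at 90 nM, was prereduced with 400 uM NADPH (final) for 5 min at ~22 deg C, then incubated with compound 15 min before 400 uM selenite. A first-read NADPH fluorescence drop versus no-compound background flagged substrates.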
PI4K2A inh – qHTS for small molecular inhibitors of PI4K2A | Phosphatidylinositol 4-kinase type 2-alpha (Homo sapiens), Q9BTU6 | activity change, negative = inhibition, % at 76.9 µM | 0.13% of 420,000 active | purified PI4K2A, ADP-Glo luminescence, 1 h; active compounds read low; in the data active means activity change below about -50%; inconclusive means mostly about -30% to -49%;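 further: -100% = wells without enzyme as full effect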
Target sequence (Q9BTU6 whole entry, looked up): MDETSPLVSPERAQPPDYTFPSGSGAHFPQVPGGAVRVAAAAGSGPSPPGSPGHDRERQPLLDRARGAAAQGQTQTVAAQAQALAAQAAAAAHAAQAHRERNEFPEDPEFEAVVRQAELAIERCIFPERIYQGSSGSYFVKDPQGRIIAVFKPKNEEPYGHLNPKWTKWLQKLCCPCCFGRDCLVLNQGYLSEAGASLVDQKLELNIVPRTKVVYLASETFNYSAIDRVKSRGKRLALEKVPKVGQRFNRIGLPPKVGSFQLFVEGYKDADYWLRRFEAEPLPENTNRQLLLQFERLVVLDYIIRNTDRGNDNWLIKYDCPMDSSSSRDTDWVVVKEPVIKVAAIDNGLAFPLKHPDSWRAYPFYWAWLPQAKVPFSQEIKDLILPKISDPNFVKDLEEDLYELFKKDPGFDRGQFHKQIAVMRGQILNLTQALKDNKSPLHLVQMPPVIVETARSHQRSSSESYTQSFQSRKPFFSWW
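PI4K2A activity was measured by ADP-Glo luminescence: enzyme (4 ug/mL stock) and phosphatidylinositol (1.2 mM stock) in Tris pH 7.5/MgCl2/EGTA/Triton X-100 buffer were reacted with ATP (300 microM stock) for one hour at ambient temperature.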
Tb PGK inh – qHTS Assay to Find Inhibitors of Phosphoglycerate Kinase | 0.043% of 380,000 active | Potency, µM (doses to about 57.5 µM), for the others: at the highest dose activity change, negative = inhibition, most hits filed as inhibitors | PGK/GAPDH coupled, Kinase-Glo luminescence, 60 min; further: potency means the concentration at half of the fitted maximal effect; on the % scale 0 is the no-effect control and ±100 the full control effect; nearly all actives have a fitted effect of over 60% in size
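Luminescent ATP detection (Kinase-Glo Plus) follows a 60-minute room-temperature incubation, with wells lacking PGK as controls. Buffer: 100 mM TEA (pH 7.6), 5 mM MgCl2, 0.01% Tween-20. Coupling enzyme GAPDH (100 nM final) supplies unstable 1,3-BPG in-well.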
mIDH1 inhibitor – qHTS for Inhibitors of mutant isocitrate dehydrogenase 1 (IDH1): qHTS; Isocitrate dehydrogenase [NADP] cytoplasmic (Homo sapiens), O75874; IDH1-R132H enzyme, NADPH consumption, diaphorase/resazurin fluorescence; Potency, µM (titrated, usually from 76.6 µM), inactives show top-dose activity change, negative = inhibition, actives largely listed as inhibitors; 0.093% of 390,000 active; further: potency means the concentration at half of the fitted maximal effect; on the % scale 0 is the no-effect control and ±100 the full control effect; nearly all actives have a fitted effect of over 65% in size
Target sequence (O75874 whole entry R132H, stated change not applied): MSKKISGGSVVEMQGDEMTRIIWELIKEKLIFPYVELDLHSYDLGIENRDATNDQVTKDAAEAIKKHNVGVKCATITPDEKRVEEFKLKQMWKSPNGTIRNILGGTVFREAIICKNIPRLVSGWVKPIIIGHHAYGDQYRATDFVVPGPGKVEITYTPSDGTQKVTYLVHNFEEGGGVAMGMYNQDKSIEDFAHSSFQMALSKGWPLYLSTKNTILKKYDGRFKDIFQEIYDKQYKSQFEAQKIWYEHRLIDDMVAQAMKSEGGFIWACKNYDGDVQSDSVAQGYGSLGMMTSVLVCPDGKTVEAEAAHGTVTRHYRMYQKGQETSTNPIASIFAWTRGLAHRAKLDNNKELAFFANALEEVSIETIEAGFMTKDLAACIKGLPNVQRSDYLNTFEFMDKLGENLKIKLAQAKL
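IDH1-R132H (0.5 ug/mL dispensed) in pH 7.5 Tris buffer was preincubated 30 min with compound, then given a substrate mix of 0.016 mM NADPH and 2 mM alpha-KG for 80 min at room temperature; remaining NADPH was read by diaphorase/resazurin fluorescence.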
rTrxR1 inhibitor – qHTS Assay for Inhibitors of Mammalian Selenoprotein Thioredoxin Reductase 1 (TrxR1): qHTS | Thioredoxin reductase 1, cytoplasmic (Rattus norvegicus), O89049 | recombinant rTrxR1, NADPH fluorescence consumption, selenite substrate | Potency, µM (doses to about 114 µM), for the others: top-dose activity change, negative = inhibition, usual class: inhibitors | 1% of 390,000 active | AID 588453, 2011; further: potency means the concentration at half of the fitted maximal effect; on the % scale 0 is the no-effect control and ±100 the full control effect; nearly all actives have a fitted effect of over 65% in size
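Rat TrxR1 (90 nM in the dispensed reagent) was pre-reduced with 400 uM NADPH for 5 min at room temperature, then incubated with compound for 15 min. After 400 uM selenite was added, NADPH fluorescence (Ex 340/Em 450 nm) was followed for 8 min.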
* = called active by the depositor; i = inactive; ? = inconclusive; / = not tested or not shown; & = joins results of further samples; [ ] = dose if it differs, or a comment. Unless noted, the call rests on the fitted dose curve; in most records, active means well fitted curve in the direction sought with a large enough effect; inconclusive means small, poorly fitted or top-dose-only effect, or another doubt; inactive means no such curve, though single readings can be large; an effect the other way counts as inactive or inconclusive. Only part of the results is shown, so the mix of outcomes need not match the whole.

Under each structure: rTrxR1 inhibitor, PI4K2A inh, Tb PGK inh, GLS inh, TrxR1 substrate, mIDH1 inhibitor, HP1b binding inh, USP1 inh, Pin1 inh
Oc1ccccc1C1=NN(c2ccccc2)C(c2ccc(F)cc2)C1 (centres undefined)
    69%[activator], -2, -3%, -2%, 61%[activator], 0%, 291%[activator], -8%, -2%
O=C(CCSc1ccccc1)NC(=O)COC(=O)c1ccc(OC(F)F)cc1
    1%, -4, i, -8%, -3%, 12%, 58%[activator], ?, 2%
Cc1cccc(NC(=O)CCc2c(C)nc3ncnn3c2C)n1
    5%, 2, -6%, 0%, -4%, -3%, ?, -18%, -4%
Cc1ccc(S(=O)(=O)NCCS(=O)(=O)N2CCN(c3ccccc3)CC2)cc1
    15%, -1&0, -1%, 18%&-2%, -3%, -3%&0%, 29%, -9%&-8%, -11%&-10%
Cc1ccc(NC(=O)CC(NCC2CCCO2)C(=O)O)cc1C (centres undefined)
    11%, 5, 4%, -10%, 0%, -6%, 12%, -15%, -1%
CCN1CCN(CCC2Oc3cc([N+](=O)[O-])ccc3NC2=O)CC1 (centres undefined)
    14%[57.1 µM], 3, -2%, 0%, -7%, 6%, 48%[activator], -15%, 6%
O=C(c1nc2ccc(Cl)cn2c1CN1CCC(O)CC1)N1CCc2ccccc2C1
    -1%, -2, i, 5%, -2%, -6%, 17%, -15%, -9%
Cc1cc(C)c2c(n1)nn1c(-n3ccnc3)cc(C)nc21
    8.9µM*, -5, 5%, 4%, 30%[57.1 µM], 4%, 43%[activator], 2%, -3%
CC1Cc2cc(/C(O)=C3/C(=O)C(=O)N(CCN4CCOCC4)C3c3cccc(Cl)c3)ccc2O1 (centres undefined)
    -26%, 4, -6%, 16%, -15%, 7%, 12%, -14%, -15%
COc1ccc(N2Cc3ccccc3/C2=N\C(=O)Nc2ccccc2)cc1
    18%, 5, -1%, 5%, 10%, 0%, 10%, -18%, 8%
Cc1nn(CC(=O)Nc2ccc3c(c2)nc2n3CCN(C3CCCCC3)C2)c(=O)c2ccccc12
    24%[57.1 µM], -7, -11%, -8%, 7%[57.1 µM], -1%, 17%, -12%, 1%
COC(=O)c1ccccc1NC(=O)Cn1c(CCC(=O)O)ccc1-c1ccc(C)cc1
    -6%, 1, 7%, 22%, -2%, -20%, 0%, -25%, -13%
COc1cccc(CN(C(=O)c2cnccn2)C(C(=O)NC2CCCCC2)c2cc(OC)c(OC)c(OC)c2)c1 (centres undefined)
    22%[57.1 µM], 6, 8%, -5%, 9%[57.1 µM], 2%, 13%, 1%, 0%
CCCn1nc(C(=O)Nc2ccc3c(c2)OCCO3)c2ccccc2c1=O
    -5%, -2, i, 1%, -8%, 1%, 4%, -18%, -4%
Cn1c(CSCc2ccccc2)nnc1SCC(=O)Nc1ccc(C(=O)O)cc1
    -4%, -5, i, 3%, -9%, -3%, 29%, -13%, -2%
CCCC(C)NC(=O)COc1ccc(Sc2ccc(OCC(=O)NC(C)CCC)cc2)cc1 (centres undefined)
    -3%[57.1 µM], 5, 6%, 1%, 1%[57.1 µM], 4%, 6%, -8%, -7%
Cc1ccc(-c2c(CN3CCN(c4cc(C)ccc4C)CC3)csc2C)cc1
    -6%, -1, /, 4%, -8%, /, 41%[activator], 12%, -2%
Nc1nnnn1N=C1CCCCC1
    7%, -18, -6%, -1%, -2%, 6%, 28%, -9%, -3%
Cc1csc(Nc2ccc(Cl)cc2)[n+]1-c1ccc(Cl)cc1
    46%[activator][57.1 µM], -9, i, 3%, 12%[57.1 µM], 13%, 18µM*, -4%, 2%
O=C(O)c1ccc2c(=O)n(-c3ccc(F)cc3)c(=S)[nH]c2c1
    -11%, 3, -1%, -15%, -9%, 0%, 50%[activator], -24%, -4%
CCOC(=O)Cn1c(=O)oc2cc(S(=O)(=O)N3CCC(N4CCCCC4)CC3)ccc21
    16%, -1, -2%, -9%, 3%, 3%, 9%, -23%, -3%
O=C(O)c1ccc(C=NNC(=O)c2ccccc2NS(=O)(=O)c2cccs2)cc1
    -8%, 0, 1%, -3%, -17%, -11%, 36%, -20%, -12%
CCCn1nc(NC(=O)C(C)(C)C)c2cc3cc(OC)ccc3nc21
    -5%, -4, -3%, 1%, 10%, -3%, 108%[activator], -9%, 0%
COc1ccc(C)cc1NC(=O)NNC(=O)C(C)Oc1ccc(F)cc1Cl (centres undefined)
    5%, -4, -1%, 20%, -6%, 0%, 32%, -18%, 4%
O=c1[nH]c(=O)n(-c2ccc(F)cc2)c2c1C(C(F)(F)F)(C(F)(F)F)N=C(c1ccc(F)cc1)N2
    4%, -1, 0%, 1%, 1%, 0%, 13%, -15%, -2%
N#Cc1cc(N)ccc1Sc1ccc(Cl)cc1
    17%[57.1 µM], 2, i, -5%, 9%[57.1 µM], -2%, 63%, -10%, 2%
O=C(CN1CCN(c2nc(-c3ccccc3)cs2)CC1)NNC(=O)c1ccc(Br)cc1
    17%, -1, /, -1%, 4%, -1%, 41%[activator], -9%, 1%
CC1CC(=O)Nc2ccccc2N1S(=O)(=O)c1ccc(Br)cc1 (centres undefined)
    18%, 3, 1%, ?, 11%, 2%, 19%, -16%, 1%
O=C(Cn1c(=O)n(CC(=O)N2CCCCC2)c(=O)c2sccc21)NCc1ccccc1
    20%, -2, -8%, -5%, 0%, -4%, 56%[activator], -20%, 3%
Cc1cccc(Oc2coc3cc(OC(=O)c4cncc(Br)c4)ccc3c2=O)c1
    2%, 3, 1%, 17%, 4%, 2%, 30%, -5%, 5%
COc1ccc(/C=N/Nc2nncn2N)cc1Br
    22%[57.1 µM], -54*, -11%, ?, -11%, 16%, 5%, ?, 0%
Cc1ccc(NC(=O)C(=O)N2CCCC2)cc1Cl
    18%, 3, 3%, -1%, 4%, -4%, 43%[activator], -16%, 11%
COc1ccc(N2C(=O)CC(N(CCc3ccccc3)C(=O)c3ccccc3)C2=O)cc1 (centres undefined)
    5%[57.1 µM], 0, i, 2%, 10%[57.1 µM], 10%, 9%, -8%, 0%
O=C(OCc1ccccc1Cl)c1ccc(-c2nnn(Cc3ccc(F)cc3)n2)cc1
    62%[11.4 µM], -1, /, -1%, 6%, /, 39%[activator], -9%, -3%
Cc1nc(Cl)c2c(n1)NC(=O)CO2
    25%, 0, 2%, -1%, 1%, 0%, 42%[activator], -24%, 3%
CN(C(=O)c1ccc(Br)o1)C1CCCCC1
    19%, -1, i, 12%, 6%, 12%, 13%, -26%, -3%
CC(=O)Nc1ccc(C(=O)N2CCN(C(=O)c3ccco3)CC2)cc1
    0%, 1, -7%[11.5 µM], 4%, 5%, -1%, 26%, -7%, 6%

Another view of some results above.
CCCn1nc(NC(=O)C(C)(C)C)c2cc3cc(OC)ccc3nc21
- rTrxR1 inhibitor = -5%
- PI4K2A inh = -4
- Tb PGK inh = -3%
- GLS inh = 1%
- TrxR1 substrate = 10%
- mIDH1 inhibitor = -3%
- HP1b binding inh = 108%[activator]
- USP1 inh = -9%
- Pin1 inh = 0%
COc1ccc(C)cc1NC(=O)NNC(=O)C(C)Oc1ccc(F)cc1Cl (centres undefined)
- rTrxR1 inhibitor = 5%
- PI4K2A inh = -4
- Tb PGK inh = -1%
- GLS inh = 20%
- TrxR1 substrate = -6%
- mIDH1 inhibitor = 0%
- HP1b binding inh = 32%
- USP1 inh = -18%
- Pin1 inh = 4%
O=c1[nH]c(=O)n(-c2ccc(F)cc2)c2c1C(C(F)(F)F)(C(F)(F)F)N=C(c1ccc(F)cc1)N2
- rTrxR1 inhibitor = 4%
- PI4K2A inh = -1
- Tb PGK inh = 0%
- GLS inh = 1%
- TrxR1 substrate = 1%
- mIDH1 inhibitor = 0%
- HP1b binding inh = 13%
- USP1 inh = -15%
- Pin1 inh = -2%
N#Cc1cc(N)ccc1Sc1ccc(Cl)cc1
- rTrxR1 inhibitor = 17%[57.1 µM]
- PI4K2A inh = 2
- Tb PGK inh = i
- GLS inh = -5%
- TrxR1 substrate = 9%[57.1 µM]
- mIDH1 inhibitor = -2%
- HP1b binding inh = 63%
- USP1 inh = -10%
- Pin1 inh = 2%
